Assay outcomes (PubChem)
PV pol inh: poliovirus RdRp elongation inhibitors, primary screen, biochemical, fluorescence polarization, total intensity | AID 588519, 2011 | 150,000 compounds, 0.66% hits | Genome polyprotein (Poliovirus type 1 (strain Mahoney)), P03300 | poliovirus polymerase elongation; active compounds read low | % elongation, % (compound at 16.7 µg/mL); in the data active means % elongation below about 90%; further: some results filed as inactive read as strong as hits
Target sequence (P03300 1749-2209 limits assumed): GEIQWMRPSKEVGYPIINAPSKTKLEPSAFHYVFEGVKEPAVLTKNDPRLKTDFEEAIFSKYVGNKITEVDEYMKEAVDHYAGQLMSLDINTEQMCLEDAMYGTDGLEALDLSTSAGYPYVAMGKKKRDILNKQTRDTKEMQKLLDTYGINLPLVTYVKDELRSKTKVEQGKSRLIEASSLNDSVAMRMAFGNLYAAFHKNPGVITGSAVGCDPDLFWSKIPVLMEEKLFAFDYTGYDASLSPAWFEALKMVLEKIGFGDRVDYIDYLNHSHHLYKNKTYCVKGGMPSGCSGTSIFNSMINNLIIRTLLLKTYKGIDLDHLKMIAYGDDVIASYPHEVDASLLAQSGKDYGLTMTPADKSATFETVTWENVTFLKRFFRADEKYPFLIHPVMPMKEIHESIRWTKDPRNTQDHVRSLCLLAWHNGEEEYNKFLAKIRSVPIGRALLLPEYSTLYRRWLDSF
PV pol inh FP z-score: further read-out of PV pol inh, marked with its call; z-score; measured here: FP z-score; hits read low
Starred values were filed as active, the others as inactive; & = joins results of further samples. The list is partial, so the mix of outcomes need not match the whole.

Molecule,PV pol inh,PV pol inh FP z-score
O=C(Nc1ccccc1C(=O)Nc1ccc(Br)cc1)c1ccco1,103,0.3
CCOc1ccc(-n2c(=O)c3c4c(sc3n(CC(=O)N(CC)CC)c2=O)CCCCC4)cc1,102,0.1
COc1ccc(CCNC(=O)Cn2cnc3c(nnn3Cc3ccc(F)cc3)c2=O)cc1OC,102,0.5
CCc1ccc(OCC(=O)N(Cc2ccc(OC)cc2)C2CCS(=O)(=O)C2)cc1 (stereo not given),103,0.1
Cn1cc(S(=O)(=O)NC2CCCCCCC2)c(S(=O)(=O)NC2CCCCCCC2)c1,102,0.5
CC1CCCCN1S(=O)(=O)c1ccc(C(=O)Nc2nc(-c3ccc4c(c3)OCO4)cs2)cc1 (stereo not given),103,0.2
COC(=O)Cc1cc(=O)n(C(C)(C)C)[nH]1,103,0.3
O=C(COC(=O)C1CC(=O)N(Cc2ccco2)C1)c1ccc(-c2ccccc2)cc1 (stereo not given),102,0.2
N#Cc1ccc(COC(=O)c2ccc3c(c2)NC(=O)C2CCCN32)cc1 (stereo not given),107,0.9
Cc1ccccc1CNC(=O)Cn1ncc2ccccc21,106,1.7
CCCN1CCN(CCNC(=O)Nc2cc(C)ccc2OC)CC1,110,1.1
O=C(COc1ccc([N+](=O)[O-])cc1)N1CCC(c2nc3ccccc3s2)CC1,111,0.3
Cc1ccc(-c2noc(-c3cc(C(C)(C)C)nn3Cc3ccccc3)n2)cc1,105,0.3
CCCOc1ccc(OC(=O)c2cn(-c3ccc(OC)cc3)c(=O)c3ccccc23)cc1,103,-1.1
COC(=O)c1ccc(NC(=O)CSc2n[nH]c(CC(C)C)n2)cc1,103,-0.5

Next records:
Molecule,PV pol inh,PV pol inh FP z-score
COc1ccc2oc(=O)c(-c3nc4ccc(OC)cc4[nH]3)cc2c1,97,-2.2
COc1ccc(Cl)cc1NC(=O)C(=O)NCc1ccc(Cl)cc1,104,0
COC(=O)c1ccc(C2N(Cc3ccccc3)CCN2Cc2ccccc2)cc1,105,0.1
COc1ccc(S(=O)(=O)NCc2nc3nc(C)cc(C)n3n2)cc1,106,-0.1
COc1ccc(C(F)(F)F)cc1NC(=O)c1nc2nc(C)cc(C(F)F)n2n1,102,0.4
Cc1cc(C)c2c(/N=N/N3CCCCCC3)[nH]nc2n1,101,0
Cc1ccc(-c2csc(-c3cc4c([nH]c3=O)CC(c3ccccc3)CC4=O)n2)cc1 (stereo not given),109,0.9
COc1ccc(Cl)cc1NC(=O)CSc1cc(C)[nH]c(=O)n1,106,-0.1
CCS(=O)(=O)N(CC(=O)Nc1sc(C)c(C)c1C(N)=O)Cc1ccc(F)cc1,102,-0.1
Cc1cc2ccccc2n1CCNC(=O)c1cccc(Cl)c1,104,-0.3
CC(C(=O)NCc1ccccc1)n1cc(S(=O)(=O)N2CCCC2)ccc1=O (stereo not given),97,-0.5
CC(O)(c1ccccc1)C(C)(O)c1ccccc1 (stereo not given),105,0.3
COc1ccc(CNC(=O)c2cc(-c3cccc(Cl)c3)on2)cc1,107,0.6
Cc1ccc(-n2c(O)c(C=NCCN3CCOCC3)c3ccccc3c2=O)cc1C,105,0.2
CCOCCCNC(=O)C1CCC(CNS(=O)(=O)c2ccc(NC(C)=O)cc2)CC1 (stereo not given),105,0.1

Additional entries
Molecule,PV pol inh,PV pol inh FP z-score
Cc1ccc(C)c(N2CCN(C(=O)c3c4c(nc5ccccc35)C(=O)N(C3CCCCC3)C4)CC2)c1,104,-0.2
CC(Oc1ccccc1)C(=O)Nc1c(C(=O)Nc2cccc(F)c2)oc2ccccc12 (stereo not given),105,0.1
CC(Oc1ccc(-c2ccccc2)cc1)c1nnc(-c2cccs2)o1 (stereo not given),104,0
CC(Oc1ccccc1)C(=O)NCc1ccco1 (stereo not given),102,-0.4
COC(=O)C1=C(N)OC2=C(C(=O)CCC2)C12C(=O)Nc1ccccc12 (stereo not given),102,0.6
CCCS(=O)(=O)N1N=C(c2ccc(Cl)cc2)CC1c1ccco1 (stereo not given),75,-7
Cc1ccc(S(=O)(=O)N2CCC[C@H]2C(=O)OCC(=O)N2CCc3ccccc32)cc1,108,0.7
CC(C)CN(C(=O)C1COc2ccccc2O1)c1c(N)n(CC(C)C)c(=O)[nH]c1=O (stereo not given),101,-0.1
CC/C(=C\c1ccccc1)CN1CCCCC1,102,0.2
c1ccc2cc3cnccc3cc2c1,100,-0.3
CCC(=O)N1c2ccc(S(=O)(=O)NCc3cccc(OC)c3)cc2CC1C (stereo not given),112,0.9
CCOc1cccc(NC(=O)C2CC(=O)N(/N=C(\C)c3ccc(Br)s3)C(=N)S2)c1 (stereo not given),103,0.2
O=C(Nc1nccs1)c1ccc(N2C(=O)CCC2=O)cc1,105,0.8
O=C1N(CN2CCCCCC2)c2ccccc2C12OCCO2,105,1.1
COc1ccc(N(CC(=O)NCc2ccc(C)cc2)S(=O)(=O)c2c(C)[nH]c(=O)[nH]c2=O)cc1,101,-1.3

The list goes on:
Molecule,PV pol inh,PV pol inh FP z-score
O=C(c1sc2ccccc2c1Cl)N1CCCCC1,102,0.5
Cc1cc(C)c2oc(C(=O)N(Cc3ccc(F)cc3)C3CCS(=O)(=O)C3)cc(=O)c2c1 (stereo not given),108,0
NCCc1nnc(SCc2ccc(Cl)cc2)o1,99&105,-1.5&0.7
CCc1cc2c3c(c(=O)oc2cc1OC)CCCC3,102,0
CCc1cc(=O)oc2c(O)c(O)ccc12,98,-1.2
CC1CC(C)CN(C(=O)Cn2nnc(-c3cccc(C(F)(F)F)c3)n2)C1 (stereo not given),107,0.6
C=CCn1c(=O)c(C2=NS(=O)(=O)c3ccccc3N2)c(O)c2ccccc21,102,0.3
CC(=O)Nc1ccc(S(=O)(=O)N2CCC(c3nnnn3-c3ccccc3)CC2)cc1,109,0.5
O=S(=O)(NCC(c1cccs1)S(=O)(=O)c1ccccc1)c1ccccc1 (stereo not given),99&100,-1.3&-0.8
CC(=O)N1N=C(c2ccccc2)CC1c1ccc(F)cc1 (stereo not given),105,0.3
CSCCCN1CCOCC1,100,0
COc1ccc(-c2cc(-c3nnc(N)o3)no2)cc1OC,101,0.2
CCCCCn1c(=N)c(S(=O)(=O)c2ccc(C)cc2)cc2c(=O)n3cc(C)ccc3nc21,107,0.8
CCOC(=O)C1CCN(C(=O)CN2c3ccc(C(C)C)cc3-c3ccccc3S2(=O)=O)CC1,100,-1.4
Oc1ccc(C2CC3CC2C2C=CCC32)cc1 (stereo not given),99,-0.5

More compounds follow.
Molecule,PV pol inh,PV pol inh FP z-score
CC(C)Oc1cccc(NC(=O)C2CCN(S(=O)(=O)Cc3ccccc3)CC2)c1,100,-1.1
CN1C(C(=O)c2ccccc2)=C(N2CCOCC2)c2ccccc2S1(=O)=O,106,1
COc1ccc(/C=C2\SC(=O)N(CCNC(=O)CC(C)(C)C)C2=O)cc1,103,-0.1
CCOc1ccc(C(=O)N(CC#N)CC#N)cc1,101,-0.2
O=S(=O)(c1ccc2c(c1)CCN2)N1CCCC1,103,0.1
COc1ccccc1CNC(=O)CCc1c(C)nn(-c2ccc(N3CCCC3)nn2)c1C,110,0.7
COCC(=O)Nc1c(I)c(C(=O)NCC(O)CO)c(I)c(C(=O)N(C)CC(O)CO)c1I (stereo not given),104,0.5
CCCN1Cc2cccc(C(=O)NCc3ccc(F)cc3)c2C1=O,101,0.4
CCc1ccc(-c2[nH]c3c(c2-c2sc(C)c(C(=O)OC)c2O)c(=O)[nH]c(=O)n3C)cc1,113,0.5
Cc1cccc(N2CCN(C(=O)C3CCN(S(=O)(=O)c4ccc5c(c4)oc(=O)n5C)CC3)CC2)c1C,107,0
OCC1CCCN(C(=S)Nc2ccc(Nc3ccccc3)cc2)C1 (stereo not given),100,-0.1
O=C(CN1CCOc2ccccc21)NC1CCCCCCC1,100,-0.1
COc1cccc2c1OC1(C)NC(=O)NC2C1C(=O)Nc1cccc(Cl)c1 (stereo not given),105,1.3
COc1ccc(NC(=O)Cn2c(=O)n(CCC(=O)NCc3ccccc3OC)c(=O)c3ccccc32)cc1Cl,104,-0.7
CC(C(=O)NCCc1ccc(F)cc1)N1CCN(S(=O)(=O)c2ccc3c(c2)OCCCO3)CC1 (stereo not given),99,-0.4

The list continues.
Molecule,PV pol inh,PV pol inh FP z-score
N#CC(Sc1nc(-c2cccs2)cc(-c2ccccc2)c1C(=O)O)c1ccc(Cl)cc1 (stereo not given),105,0.3
O=C(CN1CCCC1)Nc1ccccc1C(=O)c1ccccc1,102,-0.2
CCOc1ccc(-c2c(C)nn3c2NCN(Cc2ccc(C)cc2)C3)cc1OCC,100,0
Cc1ccc(C)c(OCC(O)CNC2CCC(C)CC2)c1C (stereo not given),105,0.5
Cc1nc(C(=O)Nc2cccc(Cl)c2Cl)c(C(F)(F)F)o1,102,0.2
COc1ccc(C(=O)CNc2cccc(Cl)c2C)cc1,101,-0.1
CCOC(=O)CN1CC=CCC1,99,-0.9
O=C(c1ccc(Br)c(S(=O)(=O)N2CCCCC2)c1)N1CCCCC1,103,0.8
Cc1cccn2cc(-c3cccc(Br)c3)nc12,103,0.4
COc1cc(OC)cc(-c2nc(-c3ccc4c(c3)[nH]c(=O)n4C)no2)c1,109,0.3
CCOC(=O)c1n[nH]c2c1CCCC2,103,0.5
CCC(=O)N1CCc2cc(S(=O)(=O)NCCC(=O)Nc3ccc(OC(F)(F)F)cc3)ccc21,103,0.3
O=C(Cn1ncc2ccccc21)N1CCC2(CC1)OCCO2,104,0.6
Cc1cc(C)nc(N/N=C/C=N/Nc2nc(C)cc(C)n2)n1,107,0.1
O=C(CCCCCN1C(=O)CCC1=O)Nc1ccccc1,99,-0.2

Going on with the list:
Molecule,PV pol inh,PV pol inh FP z-score
O=C(CC1N=C2c3ccccc3N=C(SCc3ccc(Cl)cc3)N2C1=O)NCCc1ccccc1 (stereo not given),113,1.6
O=C(CCn1cnc2onc(-c3ccc(F)cc3)c2c1=O)N1CCN(c2ccc(F)cc2)CC1,113,0.7
C=CCn1c(C)nnc1SC(C)C(=O)c1c(C)[nH]c2ccccc12 (stereo not given),101,-0.8
CC(Oc1ccc(Cl)cc1)/C(N)=N/O (stereo not given),100,-0.6
CCS(=O)(=O)n1nc(-c2ccco2)nc1N,100,0
Clc1cccc(C2=NC(c3cccs3)=Nc3ccc(Br)cc3N2)c1,110,0.8
COc1ccc(C2N3CC(C)(C)CN23)cc1 (stereo not given),103,0.3
CC1=C(C(=O)OCc2ccc(C)cc2)C(c2ccccc2C(F)(F)F)CC(=O)N1 (stereo not given),106,0.1
CCC1CCC(N2CCN(c3ccc(Cl)cc3)CC2)CC1 (stereo not given),99,-0.7
Cc1cc(C)cc(OC(=O)c2cc(-c3ccc4c(c3)OCCO4)on2)c1,102,-0.4
O=C(CNc1ccc(S(=O)(=O)N2CCCC2)cc1)N1CCN(S(=O)(=O)c2ccccc2)CC1,104,0.3
CCCCn1c(COc2ccccc2)nc2ccccc21,104,0.2
Cc1ccc(CNC(=O)COCc2cc(-c3ccc4c(c3)OCO4)on2)cc1,110,0.7
O=C(/C=C/c1cn(-c2ccccc2)nc1-c1cccs1)NCc1ccccc1,102,0.4
O=C(Cn1cc(C(F)(F)F)ccc1=O)NCC1COc2ccccc2O1 (stereo not given),99,-0.7

A different layout for part of the listing above.
Each structure is followed by: PV pol inh | PV pol inh FP z-score
Cc1ccc(C)c(OCC(O)CNC2CCC(C)CC2)c1C (stereo not given)
    105 | 0.5
Cc1nc(C(=O)Nc2cccc(Cl)c2Cl)c(C(F)(F)F)o1
    102 | 0.2
COc1ccc(C(=O)CNc2cccc(Cl)c2C)cc1
    101 | -0.1
CCOC(=O)CN1CC=CCC1
    99 | -0.9
O=C(c1ccc(Br)c(S(=O)(=O)N2CCCCC2)c1)N1CCCCC1
    103 | 0.8
Cc1cccn2cc(-c3cccc(Br)c3)nc12
    103 | 0.4
COc1cc(OC)cc(-c2nc(-c3ccc4c(c3)[nH]c(=O)n4C)no2)c1
    109 | 0.3

Remaining list, next part.
Molecule,PV pol inh,PV pol inh FP z-score
Cc1ccc(N2CC(c3nnc(Cc4ccc(F)cc4Cl)o3)CC2=O)cc1 (stereo not given),97,-2.3
CCCCNC(=O)CN1CCN(Cc2cccc(OCC)c2OC)CC1,88*,-2.2*
COc1cccc(-n2nnc(-c3nc(-c4ccccc4F)no3)c2C)c1,102,-0.3
COc1cccc(CNC(=O)c2cnc3sc(N4CCCC4)nn3c2=O)c1OC,105,-0.1
CC1=C(C(=O)OC2CCCC2)C(c2ccc(F)cc2F)CC(=O)N1 (stereo not given),108,0.6
Cc1ccc(-c2n[nH]c(CNC(=O)NCc3ccccc3)n2)cc1,101,-0.1
Oc1ccc(C=Nc2ccc(N=Cc3ccc(O)cc3)c(Cl)c2)cc1,101,-0.1
CN(c1cc(C(F)(F)F)ccn1)N1C(=O)c2ccccc2C1=O,101,-0.3
O=C(O)C1C2C=CC(C2)C1C(=O)NCc1ccncc1 (stereo not given),104,0.8
COc1cccc2c1Oc1nc(-c3ccccc3)nc(SCC(=O)N3CCCCC3)c1C2,104,0
NC(=O)C1CCN(C(=O)C2(c3cccs3)CCOCC2)CC1,102,-0.2
CCOc1ccc(CN(CCc2ccc3c(c2)OCO3)Cc2ccc(CC)cc2)cc1,103,0

Rewritten field by field: 3 of the compounds above
Compound: CC1=C(C(=O)OC2CCCC2)C(c2ccc(F)cc2F)CC(=O)N1 (stereo not given)
  PV pol inh = 108; PV pol inh FP z-score = 0.6
Compound: Cc1ccc(-c2n[nH]c(CNC(=O)NCc3ccccc3)n2)cc1
  PV pol inh = 101; PV pol inh FP z-score = -0.1
Compound: Oc1ccc(C=Nc2ccc(N=Cc3ccc(O)cc3)c(Cl)c2)cc1
  PV pol inh = 101; PV pol inh FP z-score = -0.1
